Source: PubChem
ERG Ets-DNA blk: qHTS for Small Molecule Inhibitors of the ERG Ets/DNA interaction; AID 624246, 2012; actives 0.028% (n = 370,000); Transcriptional regulator ERG (Homo sapiens), P11308; fluorescence polarization, His-ERG Ets domain / labelled DNA; Potency, µM (highest dose often 76.9 µM), for inactives: at the highest dose FP activity, negative = inhibition, most hits filed as inhibitors; active = well fitted inhibition curve with a large enough effect in the polarisation, with a control signal flat; inconclusive = small, poorly fitted or top-dose-only effect, or effect the other way, or a change in a side signal; inactive = no such curve, though single readings can be large or run the other way; the % refers to the polarisation;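 also: polarization taken with two DNA probes labelled with fluorescein and Texas red; potency is read from the fitted curve at half-maximal effect; % of control where 0% means no effect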
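His-tagged ERG Ets domain (1 uM in the protein solution; 300mM KCl, 50mM Tris-HCl, 1mM EDTA, 1mM DTT, pH 7.5) received compound, then a probe mix of 5 nM fluorescein-DNA and 100nM Texas-615-DNA. Fluorescence polarization was read for both dyes.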
Glioma ERSR ind: qHTS for Inducers of the Endoplasmic Reticulum Stress Response (ERSR) in Human Glioma: qHTS; actives 0.02% (n = 420,000); U87-MG GRP78 promoter luciferase reporter, 16 h; Potency, µM, for inactives: top-dose activation, most hits filed as activators; also: potency is read from the fitted curve at half-maximal effect; series mostly up to about 76 µM; % of control where 0% means no effect; nearly all actives have a fitted effect of over 35% in size
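Stably transfected U87-MG glioma cells carrying a GRP78-based luciferase sensor; 16 h compound incubation. Luminescence end-point read 10 min after Bright-Glo addition at room temperature.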
RGS4 inhibitor: Inhibitors of Regulator of G Protein Signaling (RGS) 4: qHTS | Regulator of G-protein signaling 4 (Homo sapiens), P49798 | Transcreener GDP fluorescence polarization, RGS4-accelerated GTP hydrolysis | Potency, µM (titrated, usually from 114 µM), inactives show top-dose activity change, negative = inhibition, usual class: inhibitors | actives 0.039% (n = 390,000); also: potency is read from the fitted curve at half-maximal effect; % is scaled to controls: 0 for no effect and ±100 for the full control effect; nearly all actives have a fitted effect of over 75% in size; some results filed as inactive show a strong effect at the top dose
Target sequence (P49798 whole entry, looked up): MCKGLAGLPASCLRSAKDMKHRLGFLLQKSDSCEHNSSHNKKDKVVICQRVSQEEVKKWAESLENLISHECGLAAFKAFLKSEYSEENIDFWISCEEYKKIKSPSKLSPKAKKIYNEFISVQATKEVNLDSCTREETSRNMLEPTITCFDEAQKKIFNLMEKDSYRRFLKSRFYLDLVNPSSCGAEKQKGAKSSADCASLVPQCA
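MLSMR compounds (23 nl, pin-transferred) preincubated 10 min at room temperature with a 500nM (2x) first reagent, then RGS4 at 900nM (2x) plus Transcreener GDP mix added; fluorescence polarization (620/688 nm) read before and after 90 min at 30 °C.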
12-LOX inh: Primary qHTS assay for inhibitors of human arachidonate 12S-lipoxygenase (ALOX12): Round 2 | purified 12hLO, xylenol orange hydroperoxide absorbance | Potency, µM (highest dose often 108 µM), without a hit: at the top dose activity change, negative = inhibition, actives largely listed as inhibitors | actives 1.1% (n = 580,000) | AID 1671190, 2021; also: potency is read from the fitted curve at half-maximal effect; % is scaled to controls: 0 for no effect and ±100 for the full control effect
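Hydroperoxide product was detected by ferrous iron/xylenol orange as the 573 to 405 nm absorbance ratio. Arachidonic acid at 40 uM (final) was turned over for 30 min at room temperature by 150 nM human 12hLO, pH 7.0 Hepes buffer, after 15 min compound preincubation.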
Vif-A3G inh: qHTS for Inhibitors of Vif-A3G Interactions: qHTS; HeLa A3G-eYFP + Vif (tagged APOBEC3G with the HIV-1 protein that degrades it), YFP fluorescence, overnight; Potency, µM (top dose mostly 46.1 µM), for inactives: at the top dose activity, negative = active, hits mostly inhibitors; actives 0.076% (n = 410,000); DNA dC->dU-editing enzyme APOBEC-3G (Homo sapiens), Q9HC16; AID 602310, 2012;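 also: potency is read from the fitted curve at half-maximal effect; % is scaled to controls: 0 for no effect and ±100 for the full control effect; nearly all actives have a fitted effect of over 60% in size; hits raise eYFP signal because A3G escapes Vif-driven loss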
Target sequence (Q9HC16 whole entry, looked up): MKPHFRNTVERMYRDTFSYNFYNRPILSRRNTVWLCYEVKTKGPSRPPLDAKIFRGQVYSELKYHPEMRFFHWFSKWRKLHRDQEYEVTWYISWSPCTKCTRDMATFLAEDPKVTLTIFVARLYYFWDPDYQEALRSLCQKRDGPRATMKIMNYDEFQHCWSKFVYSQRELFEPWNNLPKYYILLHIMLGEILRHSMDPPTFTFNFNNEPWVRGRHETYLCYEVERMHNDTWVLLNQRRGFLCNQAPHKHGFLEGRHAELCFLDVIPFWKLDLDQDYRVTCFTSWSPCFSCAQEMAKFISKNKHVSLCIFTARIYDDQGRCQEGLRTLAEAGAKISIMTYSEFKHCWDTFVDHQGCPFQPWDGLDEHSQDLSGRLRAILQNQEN
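Read-out is eYFP fluorescence (Ex 488/Em 500-530) from Vif-expressing HeLa A3G-eYFP cells; more signal means A3G escaped Vif-mediated degradation. Cells plated overnight, compound pinned in, incubated overnight at 37 deg C.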
LDHA block: qHTS assay for inhibitors of human lactate dehydrogenase; purified LDHA, NADH/diaphorase-resazurin fluorescence; active compounds read low; actives 0.15% (n = 480,000); activity change, % (values are at about 110 or 230 µM); in the data active = activity change below about -30%; inconclusive = mostly about -25% to -30%;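 also: plate controls were DMSO wells for no effect and wells without enzyme for full effect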
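Human LDH5 (2 nM) was incubated with 0.06 mM NADH and 0.2 mM pyruvate for 5 min at room temperature in Tris pH 7.4. Remaining NADH was coupled through diaphorase/resazurin, and resorufin fluorescence was read at 0 and 20 min.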
D2 agonist: HTS Assay for Allosteric Agonists of the Human D2 Dopamine Receptor: Primary Screen for Agonists. D(2) dopamine receptor (Homo sapiens), P14416. HEK293 T-REx D2 cells, calcium flux agonist mode. activation, % at 2 µM. actives 0.53% (n = 340,000). AID 485358, 2010;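 active = activation over 3 SD above normal in the single-dose calcium agonist read, cut at about 30% in these data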; also: 0% is about no effect
Target sequence (P14416 whole entry, looked up): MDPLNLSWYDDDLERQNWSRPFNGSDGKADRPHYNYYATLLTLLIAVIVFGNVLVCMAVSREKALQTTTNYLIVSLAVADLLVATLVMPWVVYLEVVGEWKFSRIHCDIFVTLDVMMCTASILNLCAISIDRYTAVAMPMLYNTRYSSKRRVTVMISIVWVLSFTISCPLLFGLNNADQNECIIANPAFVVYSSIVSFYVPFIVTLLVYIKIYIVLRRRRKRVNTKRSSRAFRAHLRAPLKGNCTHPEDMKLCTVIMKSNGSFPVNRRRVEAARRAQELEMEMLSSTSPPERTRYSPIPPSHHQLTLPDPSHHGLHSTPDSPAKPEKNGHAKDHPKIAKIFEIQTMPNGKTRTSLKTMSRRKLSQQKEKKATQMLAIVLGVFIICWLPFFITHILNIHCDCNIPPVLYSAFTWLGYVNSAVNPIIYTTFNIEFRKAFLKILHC
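Tetracycline-induced HEK293 T-REx cells with force-coupled D2 receptor, plated overnight at 30 C, loaded with no-wash calcium dye. After a 10 s baseline, compound was pin-added and calcium flux read kinetically for 180 s; calcium rises flagged agonists.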
Vif-A3F inh: qHTS for Inhibitors of Vif-A3F Interactions: qHTS. HeLa A3F-eYFP + Vif (tagged APOBEC3F with the HIV-1 protein that degrades it), YFP fluorescence increase. Potency, µM (doses to about 46.1 µM), for the others: at the highest dose activity, negative = active. actives 0.2% (n = 390,000); also: potency is read from the fitted curve at half-maximal effect; % of control where 0% means no effect; nearly all actives have a fitted effect of over 65% in size
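HeLa cells stably expressing Vif plus C-terminally eYFP-tagged A3F were seeded, incubated overnight at 37 deg C, dosed with compound, incubated overnight again at 37 deg C. Yellow fluorescence (Ex 488/Em 500-530) reported blocked Vif-mediated A3F-eYFP degradation.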
D2 antagonist: HTS Assay for Allosteric Antagonists of the Human D2 Dopamine Receptor: Primary Screen for Antagonists; D(2) dopamine receptor (Homo sapiens), P14416; HEK293 TREx D2 cells, calcium flux, dopamine EC80; inhibition, % at 10 µM; actives 2% (n = 340,000); in the data active = inhibition above about 30%; also: 0% is about no effect
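Measurement of antagonist activity uses fluorescent calcium dye in inducible HEK293 T-REx D2 cells: 10 s baseline, compound addition with 180 s read, EC80 dopamine addition with a further 180 s read.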
An asterisk follows results filed as active; ? = inconclusive; / = not tested or not shown; & = joins results of further samples; [ ] = another dose, or the depositor's remark. Unless noted, calls follow the shape of the dose curve; as a rule, active = well fitted curve in the direction sought with a large enough effect; inconclusive = small, poorly fitted or top-dose-only effect, or another doubt; inactive = no such curve, though single readings can be large; an effect the other way counts as inactive or inconclusive.

SMILES	ERG Ets-DNA blk	Glioma ERSR ind	RGS4 inhibitor	12-LOX inh	Vif-A3G inh	LDHA block	D2 agonist	Vif-A3F inh	D2 antagonist
CC(NC(=O)c1ccco1)C1CCCO1 (stereo not given)	-6%	-2%	6%	9%	0%	0	0.7	0%	-1
COc1ccc(OC)c(C2C(C(=O)Nc3nc4ccccc4s3)=C(C)NC3=C2C(=O)CCC3)c1 (stereo not given)	-3%	13%	18%	?	-26%	-8	-0.7	-13%	-2
O=C(Nc1ccncc1)c1ccc2c(c1)OCCO2	0%	4%	8%	0%	2%	-9	1.0	-15%	-10
CNc1ncnc2c1ncn2[C@H]1CN(Cc2ccc(OC)cc2)C[C@@H](CO)O1	/	-1%	/	-18%	-4%	-8	/	/	/
C[C@@H]1CN([C@@H](C)CO)C(=O)c2cc(C#Cc3cccc(F)c3)cnc2O[C@@H]1CN(C)CC1CCOCC1	/	-1%	/	-61%	-9%	-8	/	-2%	/
Cc1cc(C)cc(N(CC(=O)NC(C)(C)C)C(=O)CCC(=O)Nc2ccccn2)c1	0%	-3%	16%	6%	2%	-6	-0.2	2%	4
Cc1ccc(-c2n[nH]c(=S)n2/N=C/c2c(C)nn(-c3ccccc3)c2C)cc1	/	-3%	-34%	-21%	-4%	-10	-2.5	?	1
CCOCCCNC(=S)N(CCN(C)C)Cc1cc2cc3c(cc2[nH]c1=O)OCCO3	-2%	-3%	26%	0%	3%	-5	5.1	-12%	-4
Cc1ccc2nc(SCC(=O)N3CC(C)OC(C)C3)nc(=O)n2c1 (stereo not given)	-11%	-2%	?	-8%	0%	-1	0.0	9%	-4
C=CCN1C(=O)c2ccc(C(=O)OCC(=O)Nc3ccccc3OC)cc2C1=O	-8%	-4%	-1%	8%	-8%	-5	0.8	0%	-4
O=C(Nc1nnc(SCc2cccc(F)c2)s1)c1ccco1	3%	1%	-5%	0%	-2%	-9	1.4	0%	-1
Cc1ccc(Nc2cc(C)nc3c(C)ccc([N+](=O)[O-])c23)cc1	3%	-1%	21%	-7%&-9%	-4%	-9&-1	-0.3	-6%	-19
CCc1ccc(OCC(=O)NNC(=O)CNC(=O)c2ccc(Br)o2)cc1	7%	-3%	-7%	2%	-1%	0	1.0	-12%	-2
Cc1ccc(NC(=O)/C(C#N)=C(\N)C(Cl)(Cl)Cl)nc1	?	-8%	-34%	/	-10%	5	0.2	?	33*
COc1ccc2c(c1)CCC1C2=NN(/C(C)=C\C(C)=O)C1c1ccc(F)cc1 (stereo not given)	-11%	0%	?	?	-19%	10	1.1	?	-3
O=C(CSC(=S)N1CCCCC1)c1c(F)cccc1F	12%	0%	-10%	0%	1%	1	-1.5	?	-33
Cc1ccc(N(CC(=O)Nc2ccc(Br)cc2)S(=O)(=O)c2cccs2)cc1	-3%	-5%	-15%	-5%	-1%	-1	1.1	3%	/
O=C(COc1ccc2ccccc2c1)N1CCN(C(=O)c2cccnc2)CC1	-3%	-4%	5%	11%	-2%	-3	0.1	/	1
COc1cc(C2C3C(=O)N(c4ccc(F)cc4)C(=O)C3ON2c2ccccc2)ccc1O (stereo not given)	-2%	8%	-11%	-2%	-18%	0	-0.4	-2%	0
COc1ccc(C(CNC(=O)CCNS(=O)(=O)c2ccccc2C(F)(F)F)N2CCOCC2)cc1 (stereo not given)	3%	-5%	-35%	-21%	0%	0	/	-15%	/
Cc1nc2c(C)cccc2cc1C(=O)N/N=C/c1cccnc1	15%	-2%	-3%	-1%	2%	-5	-0.6	-14%	-4
Cc1ccc(-n2ncc(C(=O)Nc3cc(Cl)ccc3C)c2C2CCNCC2)cc1C	21%	-5%	-34%	-17%	-1%	-2	1.7	0%	-5
O=C(NC12CC3CC(CC(C3)C1)C2)C1CC(=O)N(c2ccc(Br)cc2)C1 (stereo not given)	-1%	-2%	-25%	/	4%	-2	-0.2	2%	0
Cc1ccc(Cn2c(C(C)Nc3nc(-c4ccc(Cl)cc4)cs3)nc3cc(C(=O)NCCCO)ccc32)cc1 (stereo not given)	10%	-1%	-34%	?	-3%	9	/	-1%	/
Cc1ccc(NC(=O)CCCCCN2C(=O)[C@@H]3Cc4ccccc4CN3C2=O)c(C)c1	-1%	-2%	7%	-7%	-6%	-7	0.5	-11%	-16
COC(=O)c1cccc2c1NC(=O)C2=O	-3%	-3%	-27%	4%	-4%	-6	0.5	-5%	1
C=CCC1(CC=C)CCCN1C(=O)CC1C(=O)NCCN1Cc1cccc(OC)c1 (stereo not given)	-3%	-2%	-20%	4%	4%	2	0.2	3%	-13
CCOC(=O)C1(C)CCCCN1C(=O)c1cccs1 (stereo not given)	/	-3%	/	-10%	-2%	-10	/	/	/
Cc1cc(C)cc(NC(=O)C(=S)NCc2ccccc2)c1	12%	2%	-18%	3%	-8%	2	0.0	-10%	-16
CCCCN1C(=O)C(CC(=O)NCCCCc2ccccc2)CC(C(=O)N(C(C)C)C(C)C)=C1C (stereo not given)	/	-4%	/	-3%	0%	1	/	0%	/
Cc1ccc(-n2ncc3c(N(CCO)Cc4ccccc4)ncnc32)cc1	6%	2%	-6%	-2%	-2%	1	/	0%	/
O=C(CCC(=O)c1cccs1)NCc1cccnc1	-7%	-1%	-14%	0%	-1%	-2	-0.1	8%	0
Cc1cc(C)c2cc(CN(Cc3cccnc3)C(=O)c3ccc(F)cc3)c(Cl)nc2c1	5%	-3%	14%	6%	0%	-3	0.7	-6%	4
COc1ccc(C(CNC(=O)c2ccc(-c3nc4ccccc4s3)o2)N2CCCC2)cc1 (stereo not given)	4%	4%	6%	200%[activator]	0%	-9	0.1	2%	4
CC(NC(=O)CCc1nnc(CCCc2ccccc2)o1)c1ccccc1 (stereo not given)	3%	2%	3%	-2%	4%	-7	0.0	4%	6
Cc1cc(C(=O)COC(=O)c2ccc(F)cc2)c(C)n1C	-6%	1%	-38%	10%	-1%	-5	/	1%	/
CCOc1ccccc1NC(=O)c1c(NC(=O)COc2ccc(Cl)cc2)sc2c1CCCCC2	-1%	-3%	-3%	0%	1%	-13	1.3	-4%	/
NC1=NC[C@@H](Cc2ccc(O)cc2)N1CCc1cc(C(F)(F)F)cc(C(F)(F)F)c1	-1%	-1%	7%	-30%	4%	0	1.0	-3%	16
Cc1cc(=O)n(CCC(=O)O)c2ccccc12	-1%	-3%	2%	53%[activator]	0%	-5	0.4	-2%	4
O=C(Nc1cccc(-c2nnc(-c3ccccc3)o2)c1)C1CCCO1 (stereo not given)	/	0%	-6%	9%	0%	0	-2.3	-3%	63*
CCN(CC)c1ccc(C=Nc2ccccc2)c(O)c1	-11%	-4%	-14%	?	-7%	26	-0.4	1%	-5
Cc1nn(CCC(=O)N2CCN(c3ccccc3)CC2)c(C)c1S(=O)(=O)N1CCCC1	2%	-3%	-10%	-20%	1%	0	-0.3	9%	/
O=C(O)CSCC(=O)N1CCCN(c2nc3ccc(Cl)cc3s2)CC1	11%	0%	19%	26%	1%	-9	0.9	2%	11
COc1ccc(CN2C(=O)c3ccccc3C2C(=O)NC2CCCCCC2)c(OC)c1 (stereo not given)	2%&2%	-6%&-2%	26%&15%	2%&-22%	4%&-1%	-3&-10	-1.6	-7%&-5%	9
C#CCNC(=O)C1=C[C@@H](c2ccc(Br)cc2)C[C@@H](OCc2ccc(CO)cc2)O1	3%	2%	-13%	-16%	3%	2	0.4	7%	-3
Cc1ccccc1NC(=O)CCN1CCN(CCO)CC1	-1%	-4%	2%	27%	3%	-4	0.3	-32%	26
Cc1c(C(=O)Nc2cc(F)ccc2F)sc2nc(-c3ccc(F)cc3)cn12	-4%	-3%	12%	-9%	8%	-8	-0.5	5%	/
CCOc1ccc(NC(=O)CSc2oc(-c3ccco3)nc2S(=O)(=O)c2ccc(Cl)cc2)cc1	2%	-3%	-30%	?	-29%	3	0.3	3%	/
Cc1ccc2c(c1)C(c1ccccc1)N(C(=O)c1ccc(Br)cc1)CC(=O)N2 (stereo not given)	10%	-5%	7%	-13%	-2%	-1	-1.4	3%	2

3 records drawn at random from the list so far:
SMILES	ERG Ets-DNA blk	Glioma ERSR ind	RGS4 inhibitor	12-LOX inh	Vif-A3G inh	LDHA block	D2 agonist	Vif-A3F inh	D2 antagonist
Cc1cc(=O)n(CCC(=O)O)c2ccccc12	-1%	-3%	2%	53%[activator]	0%	-5	0.4	-2%	4
Cc1ccc2c(c1)C(c1ccccc1)N(C(=O)c1ccc(Br)cc1)CC(=O)N2 (stereo not given)	10%	-5%	7%	-13%	-2%	-1	-1.4	3%	2
COc1ccc(CN2C(=O)c3ccccc3C2C(=O)NC2CCCCCC2)c(OC)c1 (stereo not given)	2%&2%	-6%&-2%	26%&15%	2%&-22%	4%&-1%	-3&-10	-1.6	-7%&-5%	9

This is a subset (hit frequency here may not be typical).
